From PubChem
DRD3 agonist: activates the human D3 dopamine receptor; P35462; D3R DiscoveRx beta-arrestin cells, luminescence, 90 min; AID 652048; max activation, %; 0.58% of 410,000 active; in the data active = max activation above about 30%; also: 0% is about no effect; mostly tested at two doses, the higher about 12 µM
Target sequence (P35462 whole entry, looked up): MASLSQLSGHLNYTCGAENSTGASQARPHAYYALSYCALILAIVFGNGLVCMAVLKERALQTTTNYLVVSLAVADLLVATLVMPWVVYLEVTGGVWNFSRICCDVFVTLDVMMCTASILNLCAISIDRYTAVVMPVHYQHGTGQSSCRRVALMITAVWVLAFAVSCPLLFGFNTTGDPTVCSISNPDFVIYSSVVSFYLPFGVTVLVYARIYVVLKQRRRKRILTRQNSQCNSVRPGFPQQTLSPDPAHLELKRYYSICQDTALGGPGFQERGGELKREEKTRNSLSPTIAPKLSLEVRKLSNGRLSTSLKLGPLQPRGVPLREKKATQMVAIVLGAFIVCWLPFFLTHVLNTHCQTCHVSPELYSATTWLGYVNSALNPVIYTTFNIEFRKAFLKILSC
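Agonist mode: compounds and dopamine controls were applied to plated cells for 90 min at 37 degrees C after an overnight attachment at 1500 cells/well. Luminescent read-out followed 30 - 60 minutes at room temperature with DiscoveRx detection reagent.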
KB-3-1 tox: kills parental KB-3-1 adenocarcinoma cells. KB-3-1 viability, CellTiter-Glo ATP luminescence, 72 h. Potency, µM (top dose mostly 46.1 µM), for inactives: at the highest dose activity change, negative = cytotoxic, actives largely listed as cytotoxic. 1.4% of 400,000 active. AID 1347075; also: potency is read from the fitted curve at half-maximal effect; % is scaled to controls: 0 for no effect and ±100 for the full control effect; nearly all actives have a fitted effect of over 60% in size
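Here the drug-naive KB-3-1 line serves as comparator for MDR sub-line selectivity; cells received compound titrations, 72 h at 37 °C, then CellTiter-Glo readout.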
GLP-1R agonist: GLP-1 receptor (human) agonism. P43220. HEK293 GLP-1R CRE-luciferase, luminescence, 4-6 h; cells express a hypersensitive GLP-1R form. Potency, µM (top dose mostly 45.6 µM), for inactives: at the top dose activation, hits mostly activators. 0.007% of 380,000 active. AID 624172; also: potency is read from the fitted curve at half-maximal effect; % of control where 0% means no effect
Target sequence (P43220 whole entry, looked up): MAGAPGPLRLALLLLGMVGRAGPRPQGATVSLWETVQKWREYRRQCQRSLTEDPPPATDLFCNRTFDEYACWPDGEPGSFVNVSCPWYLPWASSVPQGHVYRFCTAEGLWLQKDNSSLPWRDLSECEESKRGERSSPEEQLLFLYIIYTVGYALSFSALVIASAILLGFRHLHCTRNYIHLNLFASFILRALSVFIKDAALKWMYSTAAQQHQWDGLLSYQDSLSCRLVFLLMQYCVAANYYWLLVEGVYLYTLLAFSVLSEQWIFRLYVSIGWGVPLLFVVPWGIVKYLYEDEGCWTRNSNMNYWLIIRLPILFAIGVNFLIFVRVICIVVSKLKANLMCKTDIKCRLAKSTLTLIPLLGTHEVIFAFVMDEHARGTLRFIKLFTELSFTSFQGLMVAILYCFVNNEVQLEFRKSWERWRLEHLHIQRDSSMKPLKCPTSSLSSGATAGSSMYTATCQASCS
IL-1B inflam inh: inhibitors of inflammasome signaling (IL-1 beta secretion); 4.7% of 360,000 active; AID 743279; THP-1 LPS/ATP IL-1B secretion, AlphaLISA, 16 h; hits give low values; activity change, % at 57.5 µM; in the data active = activity change below about -50%; inconclusive = mostly about -30% to -49%; also: % is scaled to controls: 0 for no effect and ±100 for the full control effect
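Secreted IL-1B measured by AlphaLISA bead assay after 16 h compound exposure of THP-1 cells; compounds (final up to 57.5 uM) added 1 h before LPS (250 ng/mL) and ATP (1.25 mM) stimulation; lower signal means less secretion.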
D3 antag: D3 dopamine receptor (human) antagonism. D3R cells, DiscoveRx beta-arrestin luminescence, antagonist mode; hits give low values. max response, negative = inhibition, %. 2.5% of 360,000 active. AID 652054; in the data active = max response below about -50%; inconclusive = no clear call, values can overlap the other calls; also: % is scaled to controls: 0 for no effect and ±100 for the full control effect; mostly tested at two doses, the higher about 12 µM
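Cells plated overnight at 1500 cells/well, then exposed to library compounds with dopamine controls for 90 minutes at 37 degrees C. DiscoveRx reagent added for 30–60 minutes at room temperature; luminescence read, quantitative HTS format.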
HT1080 IDH1KD tx: kills HT-1080 cells with IDH1 knockdown; HT-1080 IDH1 knockdown viability, ATP luminescence, 48 h; Potency, µM (series often up to 46.1 µM), without a hit: at the highest dose activity, negative = toxicity, most hits filed as cytotoxic; 2% of 360,000 active;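 also: potency is read from the fitted curve at half-maximal effect; 0% = DMSO wells and -100% = cell-free medium wells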
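Knockdown cells (IDH1KD HT-1080) received compounds 2 h after plating at 750 cells/well and were kept 48 h at 37 °C in 5% FBS RPMI. A CellTiter-Glo luminescence read gave % activity for curve fitting.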
SW480 rereplic: induces DNA re-replication in SW480 colon adenocarcinoma cells | Potency, µM (top dose mostly 46.1 µM), for the others: at the highest dose re-replication activation, actives largely listed as activators | SW480 DNA re-replication, Hoechst DNA content imaging, 48 h | 1.8% of 340,000 active; also: potency is read from the fitted curve at half-maximal effect; % of control where 0% means no effect; nearly all actives have a fitted effect of over 55% in size
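Treated cells incubate 48 hr (37 C, 5% CO2), are stained 40 min with Hoechst, and nuclear fluorescence is enumerated; a rise in nuclei with high DNA signal marks re-replication.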
HT1080-NT tox: kills 2HG-producing HT-1080-NT fibrosarcoma cells | 1.6% of 360,000 active | HT-1080-NT fibrosarcoma viability, CellTiter-Glo ATP luminescence, 48 h | AID 686970 | Potency, µM (series often up to 46.1 µM), without a hit: top-dose activity, negative = less viability, hits mostly cytotoxic;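 also: NT is the 2HG producing partner of a matched IDH1 knockdown line; potency is read from the fitted curve at half-maximal effect; 0% = DMSO-treated cells and -100% = media-only wells without cells; nearly all actives have a fitted effect of over 55% in size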
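HT-1080-NT; 750 cells/well; 5% FBS RPMI; 48 h compound, 37 degrees C; CellTiter-Glo luminescence; curve fitting and curve-class assignment.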
KB-V1 cytotox: KB-V1 MDR subline cytotoxicity | KB-V1 MDR cells viability, CellTiter-Glo, 72 h | Potency, µM (series often up to 46.1 µM), for the others: at the highest dose activity change, negative = cytotoxicity, usual class: cytotoxic | 3.4% of 400,000 active | AID 1347076; also: potency is read from the fitted curve at half-maximal effect; % is scaled to controls: 0 for no effect and ±100 for the full control effect; nearly all actives have a fitted effect of over 60% in size
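In this primary screen, KB-V1 cells overexpressing P-gp are incubated with library compounds (lowest to highest concentration) for 72 h at 37 degrees C before a luminescent ATP viability read.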
Starred values were filed as active, the others as inactive; ? = inconclusive; nt = no result given; & = joins results of further samples; [ ] = remark or other dose. Unless noted, calls follow the shape of the dose curve; as a rule, active = well fitted curve in the direction sought with a large enough effect; inconclusive = small, poorly fitted or top-dose-only effect, or another doubt; inactive = no such curve, though single readings can be large; an effect the other way counts as inactive or inconclusive.

SMILES | DRD3 agonist | KB-3-1 tox | GLP-1R agonist | IL-1B inflam inh | D3 antag | HT1080 IDH1KD tx | SW480 rereplic | HT1080-NT tox | KB-V1 cytotox
COc1ccccc1CNC(=O)C(=O)NCC1OCCN1S(=O)(=O)c1ccccc1 (configuration not stated) | -11 | nt | 2% | 2 | -27 | -7% | -6% | 0% | nt
COC(C(=O)Nc1ccc(NC(=O)C(OC)c2ccccc2)cc1)c1ccccc1 (configuration not stated) | 0 | -18% | 8% | 29 | 0 | 0% | -5% | -16% | 14%
O=C(COc1ccccc1)N(Cc1ccccc1)c1nc(-c2ccccc2)cs1 | 4 | -17% | 1% | -4 | 18 | -21% | -10% | ? | -7%
CC(C)(C)NC(=O)C(c1ccco1)N(Cc1ccc2c(c1)OCO2)C(=O)c1snc(C(N)=O)c1N (configuration not stated) | -3 | -1% | 6% | ? | 2 | -7% | 15% | -2% | -5%
NNC(=O)CCc1ccc(S(=O)(=O)N2CCOCC2)cc1 | 1 | 0% | -3% | 3 | 12 | 10% | 28% | 0% | 8%
C=C1c2ccccc2S(=O)(=O)N(Cc2ccccc2)C1COCc1ccccc1 (configuration not stated) | -3 | 0% | 5% | -3 | 0 | 1% | -21%[9.22 µM] | -2% | 12%
CCN(C(=O)CN1C(=O)S/C(=C\C=C\c2ccccc2)C1=O)C1CCS(=O)(=O)C1 (configuration not stated) | 3 | -15% | -2% | -26 | -26 | 0% | -11% | 1% | -5%
Cc1cccc(CCNC(=O)Cn2ncc3c([nH]c4ccc(C)cc43)c2=O)c1 | 5 | 1% | -5% | 18 | 7 | 2% | 9% | -2% | -14%
CCOc1ccc(NC(=O)C(=O)N/N=C\c2ccc(CNS(=O)(=O)c3ccccc3)o2)cc1 | 7 | 5% | -5% | 80 | 23 | ? | -8% | ? | ?
COc1ccc(Cl)cc1NC(=O)Nn1cnnc1 | -4 | -12% | -8% | 1 | 16 | 6% | 2% | -1% | -2%
CCOC(=O)c1[nH]c(C)c(C(=O)OCC(=O)N2CC(=O)Nc3ccccc32)c1C | -8 | -10% | 9% | 5 | 15 | -11% | 1% | 0% | 6%
CCC(CO)Oc1cc(NCc2cccc(F)c2)c2ncn(C(C)C)c2c1 (configuration not stated) | 6 | 0% | 5% | 0 | ? | -2% | 16% | -2% | 0%
O=C1NC[C@H](CCCCN2CCN(CCc3ccccc3)C(=O)C2=O)N(CC2CCCCC2)C1=O | 5 | 20% | -2% | -14 | 3 | 20% | nt | 25% | ?
CCS(=O)(=O)C(=C(Nc1ccc(OC)cc1)Nc1ccc(OC)cc1)S(=O)(=O)CC | 12 | 2% | 2% | 0 | 46 | 1% | 1% | 2% | -2%
O=C(CCNS(=O)(=O)c1ccccc1C(F)(F)F)NCCCSc1ccccc1 | 0 | -7% | 10% | 0 | -2 | -23% | 1% | -10% | ?
Cc1ccc(OCCn2ccnc2)c(C)c1 | -3 | -8% | -3% | -14 | -21 | -4% | -2% | -8% | -2%
CCCn1c(SCC(=O)NNC(=O)c2ccccc2)nnc1-c1cccnc1 | -8 | 6% | -1% | 5 | -24 | -2% | -1% | 0% | -5%
NC(=O)C1CCN(C(=O)CSc2ccccn2)CC1 | 12 | 0% | -5% | 0 | -10 | 12% | -2% | 6% | 6%
CCC(C)c1ccc2oc(-c3ccc(NC(=O)c4ncn[nH]4)cc3)nc2c1 (configuration not stated) | 1 | -15% | -16% | 4 | -18 | -6% | ? | -19% | -14%
Cc1nc2cc(NC(=O)C3(C)CCCN(C(C)C)C3)ccc2o1 (configuration not stated) | -5 | 0% | -7% | 22 | 6 | 18% | nt | ? | 5%
CCOC(=O)c1sc(N/N=C/c2ccccc2)nc1C | 1 | -2% | 6% | -5 | 10 | -19% | ? | ? | -1%
CCN(CC)c1ccc(S(=O)(=O)N2CCOCC2)cc1NC(=O)COC(=O)c1cccnc1SC | 2 | -7% | 15% | 0 | 11 | 4% | -49%[inhibitor] | -1% | 4%
c1ccc2c(c1)nnn2-c1ccncc1 | -1 | 0% | -1% | -57* | -17 | -7% | nt | -2% | 1%
Cc1ccc(C(=O)COC(=O)c2ccco2)cc1C | 2 | 3% | -2% | 0 | 5 | 0% | 2% | 1% | ?
C[C@@H]1CC=C[C@H]2[C@H]1C(=O)N(Cc1ccccc1)[C@H]2c1ccc(-c2ccc(N(C)C)cc2)cc1F | 11 | ? | 0% | 0 | -21 | ? | ? | ? | -10%
CC(=O)Nc1ccc(C(=O)OCC(=O)NC(=O)NC2CCCCC2)cc1 | 10 | -1% | -4% | -14 | -8 | -7% | -7% | 7% | 9%
CC(=O)c1cccc(OCC(=O)Nc2cccc(C(=O)Nc3c(C)n(C)n(-c4ccccc4)c3=O)c2)c1 | -8 | -18% | -1% | -8 | -5 | 11% | -6% | -1% | 6%
COc1ccc(NS(=O)(=O)c2cccc3cccnc23)cc1Cl | -9 | -1% | 20% | -13 | -9 | -20% | 14% | -11% | -5%
Cc1ccc2c(c1)N(CC(=O)N1CCCCC1C)C(=O)CO2 (configuration not stated) | 8 | 3% | 6% | 9 | -5 | 18% | -10% | 13% | -2%
Cc1ccc(CN2C(=O)CCC2C(=O)NCCCN2CCOCC2)cc1 (configuration not stated) | -12 | -3% | 1% | 14 | 13 | 1% | -6% | 1% | 3%
COc1cccc(CNC(=O)CN2C(=O)CSc3ccc(S(=O)(=O)N4CCCC4)cc32)c1 | -6&-13 | 3% | 0% | -6 | -22 | -7% | -3% | 1% | -12%
Nc1scc[n+]1Cc1cccc2cccnc12 | 5 | 15% | 3% | -25 | 11 | -18% | -4% | -17% | 2%
CCOc1ccc(NC(=O)CCCn2c(=S)[nH]c3ccsc3c2=O)cc1 | -11 | -2% | 6% | 5 | -19 | 0% | 1% | -15% | -5%
CN1CCN(C(=S)Nc2ccc(Cl)cc2Cl)CC1 | -1 | 3% | -3% | 7 | -1 | 10% | -7% | 1% | 11%
Cc1ccc(-n2ncc3c(=O)[nH]c(SCC(=O)N4CCC(C)CC4)nc32)cc1C | 0 | 5% | 1% | 2 | 9 | 4% | 0% | 6% | -1%
CCn1cc(C(=O)O)c(=O)c2cnc(N3CCN(C(=S)NC(=O)c4ccc(Cl)cc4Cl)CC3)nc21 | 5 | -12% | 6% | 3 | 4 | -7% | -19% | 1% | 12%
CCN1CCN(C(c2ccc(C(F)(F)F)cc2)c2ccc3cccnc3c2O)CC1 (configuration not stated) | -37 | ? | 9% | -74* | ? | ? | 18% | ? | -20%
CCn1c(=O)cc(SCC(=O)N2CCN(C)CC2)c2ccccc21 | 0 | -13% | 4% | -5 | -19 | -4% | -3% | -2% | -10%
CCc1cccc(NC(=O)c2ccc(Br)o2)c1 | 1 | -13% | -2% | ? | 20 | -1% | -6% | 12% | 3%
O=c1[nH]c(=S)[nH]c2c1C(c1cc([N+](=O)[O-])c(N3CCOCC3)cc1N1CCOCC1)O2 (configuration not stated) | 0 | 6% | 2% | -3 | -12 | 3% | -28% | 3% | 5%

Four neighbouring compounds already listed:
SMILES | DRD3 agonist | KB-3-1 tox | GLP-1R agonist | IL-1B inflam inh | D3 antag | HT1080 IDH1KD tx | SW480 rereplic | HT1080-NT tox | KB-V1 cytotox
COc1ccccc1CNC(=O)C(=O)NCC1OCCN1S(=O)(=O)c1ccccc1 (configuration not stated) | -11 | nt | 2% | 2 | -27 | -7% | -6% | 0% | nt
COC(C(=O)Nc1ccc(NC(=O)C(OC)c2ccccc2)cc1)c1ccccc1 (configuration not stated) | 0 | -18% | 8% | 29 | 0 | 0% | -5% | -16% | 14%
O=C(COc1ccccc1)N(Cc1ccccc1)c1nc(-c2ccccc2)cs1 | 4 | -17% | 1% | -4 | 18 | -21% | -10% | ? | -7%
CC(C)(C)NC(=O)C(c1ccco1)N(Cc1ccc2c(c1)OCO2)C(=O)c1snc(C(N)=O)c1N (configuration not stated) | -3 | -1% | 6% | ? | 2 | -7% | 15% | -2% | -5%

Next part
SMILES | DRD3 agonist | KB-3-1 tox | GLP-1R agonist | IL-1B inflam inh | D3 antag | HT1080 IDH1KD tx | SW480 rereplic | HT1080-NT tox | KB-V1 cytotox
Cc1nnsc1C(=O)N1CCN(c2cc(C(F)(F)F)ccn2)CC1 | -7 | -1% | -2% | -9 | -5 | -4% | 2% | -7% | 8%
O=C(NCCC(=O)N1CCN(c2ccccn2)CC1)c1ccc([N+](=O)[O-])cc1 | 3 | 16% | -4% | 19 | -4 | 7% | -42%[inhibitor] | 5% | 0%
O=C1c2ccccc2/C(=C\C#Cc2ccccn2)N1c1ccccc1 | 21 | 0% | 18% | -100* | 60 | -28% | 3% | ? | -1%
CC1CCN(CCCNc2cc(NCCO)c([N+](=O)[O-])c3nonc23)CC1 | -24 | 3% | -5% | 15 | -20 | 0% | -5% | 6% | -6%
COc1cc(C(=O)N2CCC(NC(=O)C(Cc3ccccc3C)NC(C)=O)CC2)cc(OC)c1OC (configuration not stated) | -5 | -3% | 1% | 8 | -14 | 0% | -2% | 1% | -7%
Cc1cc(C)cc(NC(=O)COc2ccc(C(=S)N3CCOCC3)cc2)c1 | 1 | 8% | 9% | 18 | 7 | ? | -1% | -23% | -9%
O=c1c2ccccc2c(C=NCc2ccccn2)c(O)n1-c1ccccc1 | -2 | -2% | 2% | -9 | 19 | 14% | 12% | 0% | 4%
O=C(CCn1c(=O)c2ccccc2n(Cc2ccc(Cl)cc2)c1=O)NCc1ccc2c(c1)OCO2 | -11 | 1% | -1% | nt | nt | nt | nt | nt | -7%
Cc1ccccc1NC(=O)/C=C1\SC(=O)NC1=O | 1 | -23% | 1% | -10 | -12 | 1% | ? | -6% | ?
CC1=NN(C(N)=S)C(=O)C1N=Nc1cccc(C(=O)O)c1 (configuration not stated) | -14 | -9% | -7% | 24 | -23 | 11% | -3% | 14% | 12%
O=C(O)c1ccc(OCC(O)Cn2c3ccccc3c3ccccc32)cc1 (configuration not stated) | 2 | 11% | 8% | 30 | 5 | -16% | 2% | -12% | 29%
CCOC(=O)[C@@H]1C(c2c(OC)cc(OC)cc2OC)=NO[C@@H]1C(=O)OCC | 6 | 23% | 0% | 16 | 15 | 18% | -2% | 8% | 14%

Rows were taken by chance. Share with any hit: about 12%.
